# From PubChem
# SNCA expr inhib: inhibitors of alpha-synuclein (SNCA) gene expression. HEK-293 SNCA-luciferase knock-in, luminescence, 24 h. Potency, µM (titrated, usually from 57.2 µM), for inactives: top-dose activity change, negative = inhibition, hits mostly inhibitors. 140,000 tested, 0.17% active;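 further: potency means the concentration at half of the fitted maximal effect; plate controls were DMSO cells for no effect and cell-free wells for full effect; nearly all actives have a fitted effect of over 45% in size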
# HEK293 viab: reduces viability of HEK-293 SNCA reporter cells; HEK-293-SNCA-luc viability, GF-AFC fluorescence, 24 h; Potency, µM (titrated, usually from 57.1 µM), inactives show top-dose activity change, negative = cytotoxicity, actives largely listed as cytotoxic; 150,000 tested, 0.12% active; AID 1671193;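 further: potency means the concentration at half of the fitted maximal effect; 0% = DMSO-treated cells and -100% = medium-only wells without cells; nearly all actives have a fitted effect of over 30% in size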
#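 HEK-293-SNCA-luc cells (1500/well) plated 24 h, then exposed 24 h to a dilution series; GF-AFC added 30 min at 37C, fluorescence 405/540 nm; normalised to medium-only and DMSO wells, Hill fit.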
# HEK cytotox: cytotoxic compounds in HEK 293 cells; HEK 293 viability, ATP luminescence (CellTiter-Glo), 48-72 h; Potency, µM (series often up to 115 µM), for the others: top-dose activity change, negative = cytotoxicity, hits mostly inhibitors; 94,000 tested, 6.6% active; further: potency means the concentration at half of the fitted maximal effect; nearly all actives have a fitted effect of over 60% in size
#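 Pintool-delivered compounds were incubated with HEK 293 cells (250 cells/well) at 37 degree Celsius for 48 or 72 hr. ATP-dependent luminescence (CellTiter-Glo) then reported remaining viable cells.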
# IP6K1 inhibitor: IP6K1 kinase inhibition. Q92551. IP6K1 kinase, ADP-Glo luminescence, 2 h; hits give low values. activity change, % (series mostly up to about 58 µM). 140,000 tested, 0.81% active; in the data active means activity change below about -25%
# Target sequence (Q92551 whole entry, looked up): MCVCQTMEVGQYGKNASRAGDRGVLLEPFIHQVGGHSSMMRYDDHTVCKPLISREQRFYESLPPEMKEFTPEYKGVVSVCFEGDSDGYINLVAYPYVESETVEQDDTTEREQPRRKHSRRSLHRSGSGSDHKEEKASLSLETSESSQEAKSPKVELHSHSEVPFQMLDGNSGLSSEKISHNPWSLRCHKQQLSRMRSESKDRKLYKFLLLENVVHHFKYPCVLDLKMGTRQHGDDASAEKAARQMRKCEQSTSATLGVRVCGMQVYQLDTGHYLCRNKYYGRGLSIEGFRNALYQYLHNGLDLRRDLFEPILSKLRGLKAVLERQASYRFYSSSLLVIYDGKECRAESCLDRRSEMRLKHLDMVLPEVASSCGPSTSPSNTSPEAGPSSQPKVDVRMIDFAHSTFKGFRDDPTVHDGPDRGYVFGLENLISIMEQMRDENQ
#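 ADP-Glo luminescence measures ADP made by human IP6K1 during a 2 h RT reaction with ATP/IP6 (mix at 1.3 mM/130 uM); top library doses 57.5 and 19.1 uM final.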
# Luciferase inh: Photinus pyralis luciferase inhibition; AID 1347043; 76,000 tested, 2.5% active; purified P. pyralis luciferase, luminescence, biochemical; Potency, µM (highest dose often 115 µM), for inactives: at the highest dose activity change, negative = inhibition, hits mostly inhibitors; further: potency means the concentration at half of the fitted maximal effect; nearly all actives have a fitted effect of over 65% in size
# Target sequence (P08659 whole entry, looked up): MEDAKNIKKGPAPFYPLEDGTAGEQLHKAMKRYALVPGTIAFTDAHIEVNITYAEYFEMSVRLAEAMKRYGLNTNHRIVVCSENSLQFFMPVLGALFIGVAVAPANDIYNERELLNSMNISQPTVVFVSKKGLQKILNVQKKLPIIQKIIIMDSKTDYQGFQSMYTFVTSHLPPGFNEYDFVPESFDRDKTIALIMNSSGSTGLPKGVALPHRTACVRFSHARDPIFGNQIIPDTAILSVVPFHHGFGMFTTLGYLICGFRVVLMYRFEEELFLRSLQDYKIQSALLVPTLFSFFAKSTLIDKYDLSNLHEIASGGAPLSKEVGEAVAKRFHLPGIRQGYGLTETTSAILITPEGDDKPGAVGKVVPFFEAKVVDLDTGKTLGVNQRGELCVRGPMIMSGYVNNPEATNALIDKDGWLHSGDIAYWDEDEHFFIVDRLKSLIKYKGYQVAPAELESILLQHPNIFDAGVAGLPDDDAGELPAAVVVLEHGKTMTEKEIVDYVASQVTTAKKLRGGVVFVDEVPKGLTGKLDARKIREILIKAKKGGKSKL
#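 FLuc 10nM, D-luciferin 10uM, ATP 10uM, Mg acetate 10mM, Tris acetate pH 7.5, Tween/BSA; cpd qHTS; enzyme added last; CCD luminescence.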
# 3T3 cytotox: cytotoxic compounds in NIH 3T3 cells | NIH 3T3 viability, CellTiter-Glo ATP luminescence, 48-72 h | 94,000 tested, 4.3% active | AID 1345082 | Potency, µM (top dose mostly 96.7 µM), without a hit: at the highest dose activity change, negative = cytotoxicity, actives largely listed as inhibitors; further: potency means the concentration at half of the fitted maximal effect; nearly all actives have a fitted effect of over 55% in size
#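 ATP-dependent luminescence (CellTiter-Glo) served as the viability signal for NIH 3T3 cells treated with compound for 48 or 72 hr at 37 °C.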
# GPT2 inh: inhibitors of human GPT2 alanine aminotransferase | Recombinant GPT2, coupled pyruvate oxidase/HRP Amplex Red fluorescence | Potency, µM (highest dose often 57.7 µM), for the others: at the highest dose activity change, negative = inhibition, actives largely listed as inhibitors | 100,000 tested, 0.25% active | AID 1671188; further: potency means the concentration at half of the fitted maximal effect; nearly all actives have a fitted effect of over 60% in size; many of its hits are not listed in these tables
#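 GPT2 10ng/uL, a-KG 250uM, L-Ala 2mM, HEPES pH7.5 + 0.0001% Tween; 30 min RT. Then Amplex mix (PO/HRP/ThPP), 30 min RT dark, fluorescence. AOA 50uM used as positive control.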
# Active calls of the source: *; i = inactive; ? = inconclusive; / = no result given; [ ] = another dose, or the depositor's remark. Unless noted, the call rests on the fitted dose curve; in most records, active means well fitted curve in the direction sought with a large enough effect; inconclusive means small, poorly fitted or top-dose-only effect, or another doubt; inactive means no such curve, though single readings can be large; an effect the other way counts as inactive or inconclusive. Unless noted, on the % scale 0 is the no-effect control and ±100 the full control effect.
# Field names: A = SNCA expr inhib; B = HEK293 viab; C = HEK cytotox; D = IP6K1 inhibitor; E = Luciferase inh; F = 3T3 cytotox; G = GPT2 inh
Cc1cccc(C)c1NC(=O)c1cc2sccc2n1Cc1ccc(F)cc1
  A: 6.3%; B: 3.6%; C: /; D: 19.0; E: /; F: /; G: /
O=C(c1cncc(F)c1)N1CCOCC2(CN(Cc3ccccc3)C2)C1
  A: ?; B: -1.4%[87.6 µM]; C: ?; D: 0.0; E: -2.9%[172 µM]; F: ?; G: -2.6%[88.5 µM]
COc1cccc2cc(S(=O)(=O)c3ccc(F)c(C)c3)c(=O)oc12
  A: -16.6%; B: 12.0%; C: /; D: -7.6; E: /; F: /; G: /
CC1(C)C(=O)Nc2ccc(S(=O)(=O)N3CCC(c4noc(-c5cccnc5)n4)C3)cc21 (stereo not drawn)
  A: 11.7%; B: 4.9%; C: -1.4%; D: 11.2; E: 3.1%; F: -10.3%; G: 2.6%
C=C1C(=O)O[C@@H]2/C=C(/C)CC3C=C(C[C@H](OC(=O)/C(C)=C\C)[C@@H]12)C(=O)O3 (stereo partly drawn)
  A: /; B: -29.4%; C: /; D: 12.1; E: /; F: /; G: ?
COc1ccccc1-c1cc(NCC2CCOCC2)c2onc(C)c2n1
  A: 1.7%[87.6 µM]; B: 5.6%[87.6 µM]; C: ?; D: -2.0; E: 0.5%[172 µM]; F: -22.4%[138 µM]; G: -0.7%[88.5 µM]
CNC(=O)Cc1cccc(-n2ccnc2-c2cc(OC)c(OC)cc2F)c1
  A: -25.4%; B: -2.9%; C: i; D: 5.0; E: 7.8%; F: 3.4%; G: i
O=C(NC1CCCCC1)C1CN(C(=O)c2ccc(C(F)(F)F)cc2)CC12CCOCC2 (stereo not drawn)
  A: 7.1%; B: -8.6%; C: -20.2%; D: -0.4; E: 3.7%; F: -17.1%; G: -8.0%
CN1CC(=O)N(c2ccccc2F)Cc2c1ncnc2N1CCC(O)CC1
  A: 6.7%; B: -6.4%; C: -11.4%; D: -0.7; E: -11.4%; F: -27.1%; G: -10.4%
Nc1nc2ccccc2n1Cc1ccc(F)cc1
  A: -51.3%[25.6 µM]; B: -12.3%[23.9 µM]; C: /; D: 9.9; E: /; F: /; G: -7.3%
OCC1(Cc2ccccc2F)CCCN(c2nnnn2-c2ccccc2)C1 (stereo not drawn)
  A: -3.8%; B: ?; C: -21.1%; D: -4.0; E: -1.1%; F: ?; G: i
CCOC(=O)C1CCCN(C(=O)c2ccc3oc(-c4ccncc4)nc3c2)C1 (stereo not drawn)
  A: -12.8%; B: 10.9%; C: ?; D: 14.0; E: /; F: ?; G: -4.3%
COC[C@@H]1CN(Cc2ccc(OC)c(C)c2)C[C@H]1C(=O)NC1CC1
  A: -3.1%; B: 0.1%; C: -9.6%; D: 14.9; E: -2.5%; F: -17.8%; G: 0.6%
c1cc(-c2sc(-c3ccncc3)c(-c3ccncc3)c2-c2ccncc2)ccn1
  A: 12.5%; B: -8.7%; C: /; D: /; E: /; F: /; G: -2.1%
COCCn1c(SCC(=O)c2ccc(C)cc2)nc2cc(C(=O)NC3CCCC3)ccc2c1=O
  A: 24.7%; B: -1.2%; C: /; D: -5.9; E: /; F: /; G: /
CC(=O)c1cccc(NC(=O)[C@H](Cc2ccccc2)N2Cc3ccccc3C2=O)c1
  A: 27.9%; B: -17.6%; C: /; D: -4.2; E: /; F: /; G: /
CNC(=O)c1cc(-c2ccccc2O)cc2c1OCCN2Cc1cccnc1
  A: 26.1%[87.6 µM]; B: -13.5%[87.6 µM]; C: -21.9%[172 µM]; D: 2.9; E: -4.1%[172 µM]; F: ?; G: -0.6%[88.5 µM]
COc1ccc(-n2cnc3cc(C(=O)NCCC4=CCCCC4)ccc32)cc1
  A: -5.1%; B: -6.9%; C: /; D: 3.9; E: /; F: /; G: /
COC(=O)c1ccccc1NC(=O)CSc1nc(C)c(Cl)c(C)c1C#N
  A: 29.4%; B: -0.4%; C: /; D: 6.0; E: /; F: /; G: /
CC(C)c1ccc(S(=O)(=O)c2cnc(SCC(=O)Nc3ccc4c(c3)OCCO4)[nH]c2=O)cc1
  A: 13.3%; B: -1.6%; C: /; D: -8.2; E: /; F: /; G: /
Cn1c(=O)[nH]c2ncn(C)c2c1=O
  A: 7.3%; B: 0.3%; C: /; D: /; E: /; F: /; G: -8.1%
O=C(NCc1ccc(Cl)cc1)c1ccc2ccnn2c1
  A: -4.3%[87.6 µM]; B: -5.4%[87.6 µM]; C: ?; D: -0.6; E: -17.3%[172 µM]; F: ?; G: -12.8%[88.5 µM]
Cc1nc(-c2ccc(F)cc2)n(Cc2nc(-c3ccccc3)oc2C)c(=O)c1CCO
  A: -1.9%; B: 6.2%; C: -29.6%; D: 1.6; E: -9.2%; F: -17.2%; G: -20.0%
O=C1CCN(S(=O)(=O)c2ccccc2)CCCC(c2nc(-c3ccccc3)no2)CCN1 (stereo not drawn)
  A: 16.1%; B: 3.5%; C: -5.3%; D: 31.7; E: 2.7%; F: -13.3%; G: i
CC(NC(=O)c1cccc(OC2CCN(C(=O)C3CC3)CC2)c1)c1nn[nH]n1 (stereo not drawn)
  A: -24.7%; B: 3.6%; C: -12.7%; D: 6.6; E: 6.1%; F: -9.3%; G: i
Cc1n[nH]c(C)c1C(NC(=O)c1c(C)nc2ccc(Cl)cn12)C(=O)O (stereo not drawn)
  A: 2.8%; B: -0.7%; C: -13.5%; D: 38.6; E: 6.2%; F: -12.2%; G: 3.2%[11.5 µM]
CC(C)CCN1C[C@@H]2[C@H](C1)N(CCOc1ccccc1)C(=O)C(C)(C)[S+]2(=O)[O-]
  A: -9.4%[87.6 µM]; B: -3.1%[87.6 µM]; C: 112µM*; D: 0.2; E: -5.3%[172 µM]; F: ?; G: i
COCc1ccc2c(c1)c(OC(C)(C)C(=O)NCc1ccncc1)nn2Cc1cccnc1
  A: 22.8%; B: 1.5%; C: -10.1%; D: 12.0; E: -7.8%; F: ?; G: 1.3%
COc1ccc(OC2CN([S+](=O)([O-])c3cccs3)C2)cc1
  A: 58.5%[activator]; B: 7.5%; C: -23.0%; D: -13.6; E: /; F: -18.3%; G: -1.5%
CC(C)=C/C=C\[C@H](C)[C@H]1CC[C@]2(C)C[C@@H]3C(C)=CC(=O)C3/C(CO)=C\C[C@@H]12 (stereo partly drawn)
  A: /; B: ?; C: /; D: -2.0; E: /; F: /; G: i
Oc1c(C(c2ccccc2Cl)N2CCC(O)CC2)sc2nc(-c3ccco3)nn12 (stereo not drawn)
  A: -16.8%; B: -8.4%; C: /; D: -9.7; E: /; F: /; G: /
Cc1nc(N2CCC(NC(=O)c3ccc(C#N)cc3)CC2)cc(C(F)(F)F)n1
  A: -12.7%; B: 5.8%; C: -23.5%; D: 7.4; E: 2.4%; F: -16.8%; G: -7.3%
COc1cccc(-c2nc(S(=O)(=O)c3ccc(C)cc3)c(N3CCCCC3)o2)c1
  A: -16.1%; B: -4.3%; C: /; D: 6.3; E: /; F: /; G: /
CS(=O)(=O)N1CCC(C2CCN(C(=O)NC3CCCC3)C2)CC1 (stereo not drawn)
  A: 7.6%; B: 0.5%[12.5 µM]; C: i; D: 9.0; E: -4.6%; F: i; G: i
CN1[C@@H](CCC(=O)NCc2cccs2)CNC(=O)[C@@H]2[C@H]1CCN2Cc1ncc[nH]1
  A: -4.0%[87.6 µM]; B: 1.3%[87.6 µM]; C: 0.0%[172 µM]; D: 1.9; E: -0.4%[172 µM]; F: 0.3%[174 µM]; G: -10.3%[88.5 µM]
O=C(CCC1N=C2c3ccccc3N=C(SCC(=O)Nc3ccc(F)cc3)N2C1=O)NCc1ccco1 (stereo not drawn)
  A: 18.4%; B: 13.3%; C: /; D: 16.8; E: /; F: /; G: /
Cc1cc(Br)ccc1NC(=O)Cn1nc2c(cc1=O)CCCCC2
  A: 1.2%; B: -14.9%; C: ?; D: 18.1; E: 5.8%; F: ?; G: -11.5%
Cc1ccc(-c2ncc3c(n2)OCCN(c2ccccc2)C3=O)cc1F
  A: ?; B: -11.5%[87.6 µM]; C: ?; D: 1.7; E: ?; F: ?; G: i
Cc1ccc2ncc(C(=O)c3ccc(C)c(C)c3)c(S(=O)(=O)c3ccc(F)cc3)c2c1
  A: ?; B: -9.4%; C: /; D: -3.0; E: /; F: /; G: /
COc1ccccc1CNC(=O)c1ccc(CSc2nc3ccncc3n2Cc2cccc(F)c2)cc1
  A: -12.6%; B: -2.0%; C: /; D: -13.4; E: /; F: /; G: /
Cc1cc(C)cc(-c2ccc(CN3CCCC(NC(=O)c4ccccc4F)C3)cc2)c1 (stereo not drawn)
  A: -21.4%; B: 1.0%[12.5 µM]; C: 79.4µM*; D: 6.7; E: /; F: ?; G: i
Cc1c(C)n(Cc2ccccc2)c2ccc(C(=O)N3CCN(c4ccccc4F)CC3)cc12
  A: 23.1%; B: 6.7%; C: /; D: -4.7; E: /; F: /; G: /
CN(CCCc1nccn1C)C(=O)[C@H]1CCC[C@H](O)C1
  A: -2.0%; B: -12.4%; C: -3.9%; D: 23.9; E: -6.7%; F: 0.3%; G: 4.6%
O=C(c1cnc(-c2cccs2)nc1)N1CCN(CCO)CC(O)C1 (stereo not drawn)
  A: 43.8%[activator]; B: 0.9%; C: -4.2%; D: -5.1; E: 5.6%; F: -1.3%; G: i
COc1ccc(NC(=O)CSc2nc3c([nH]c4ccccc43)c(=O)n2-c2ccccc2)c(OC)c1
  A: 39.1%[activator]; B: -1.9%; C: /; D: 15.9; E: /; F: /; G: /
Cc1ccc2[nH]c(=O)c(CCC(=O)NCC(C)C)cc2c1
  A: 18.6%; B: -3.0%; C: -2.5%; D: 10.1; E: -0.4%; F: i; G: -1.7%

# Some of the entries above, reformatted:
# Results follow in this order: SNCA expr inhib	HEK293 viab	HEK cytotox	IP6K1 inhibitor	Luciferase inh	3T3 cytotox	GPT2 inh
Cc1ccc2[nH]c(=O)c(CCC(=O)NCC(C)C)cc2c1
    18.6%	-3.0%	-2.5%	10.1	-0.4%	i	-1.7%
COc1ccccc1CNC(=O)c1ccc(CSc2nc3ccncc3n2Cc2cccc(F)c2)cc1
    -12.6%	-2.0%	/	-13.4	/	/	/
CN(CCCc1nccn1C)C(=O)[C@H]1CCC[C@H](O)C1
    -2.0%	-12.4%	-3.9%	23.9	-6.7%	0.3%	4.6%
CS(=O)(=O)N1CCC(C2CCN(C(=O)NC3CCCC3)C2)CC1 (stereo not drawn)
    7.6%	0.5%[12.5 µM]	i	9.0	-4.6%	i	i
Cc1ccc2ncc(C(=O)c3ccc(C)c(C)c3)c(S(=O)(=O)c3ccc(F)cc3)c2c1
    ?	-9.4%	/	-3.0	/	/	/
Cc1cc(C)cc(-c2ccc(CN3CCCC(NC(=O)c4ccccc4F)C3)cc2)c1 (stereo not drawn)
    -21.4%	1.0%[12.5 µM]	79.4µM*	6.7	/	?	i

# A portion of the library, so the mix of outcomes need not match the whole.
